# NR2E3 ag-1 – NR2E3 agonists in two-hybrid cells, primary screen, cell-based, luminescence, CHO-S, Gal4-NCOR/VP16-NR2E3; 360,000 compounds, 0.35% hits; luciferase; inhibition of corepressor binding, % at 3.98 µM; AID 602229, 2012; Photoreceptor-specific nuclear receptor (Homo sapiens), Q9Y5X4;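 active = inhibition above the mean of all tested compounds plus 3 SD, cut at about 70% in these data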;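 note: 0% = DMSO with NR2E3 transfected cells and 100% = cells lacking NR2E3 construct; higher means lower luciferase signal from less NR2E3 corepressor binding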
# Target sequence (Q9Y5X4 whole entry, looked up, the tested form may be a part): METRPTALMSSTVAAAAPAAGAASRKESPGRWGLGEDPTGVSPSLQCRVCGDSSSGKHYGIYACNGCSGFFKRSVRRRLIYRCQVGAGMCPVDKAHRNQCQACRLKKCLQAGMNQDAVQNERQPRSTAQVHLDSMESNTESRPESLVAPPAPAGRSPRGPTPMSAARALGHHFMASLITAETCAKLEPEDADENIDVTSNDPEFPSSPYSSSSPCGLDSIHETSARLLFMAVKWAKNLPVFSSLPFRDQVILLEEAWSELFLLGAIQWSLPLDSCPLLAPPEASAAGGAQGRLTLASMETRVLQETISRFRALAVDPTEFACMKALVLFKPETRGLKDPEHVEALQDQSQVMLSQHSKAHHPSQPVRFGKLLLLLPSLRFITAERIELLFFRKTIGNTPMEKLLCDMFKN
# PDI inh – inhibitors of human PDI, primary screen, biochemical, turbidity, single point, plate reader; Protein disulfide-isomerase (Homo sapiens), P07237; 350,000 compounds, 0.052% hits; AID 588391, 2011; PDI insulin aggregation turbidity, A650, 90 min; inhibition, % at 10 µM;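 active = mean inhibition across replicates of 30% or more, whatever share of single replicates reach that level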;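 note: absorbance from insulin aggregation driven by PDI reduction with DTT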
# Target sequence (P07237 whole entry, looked up): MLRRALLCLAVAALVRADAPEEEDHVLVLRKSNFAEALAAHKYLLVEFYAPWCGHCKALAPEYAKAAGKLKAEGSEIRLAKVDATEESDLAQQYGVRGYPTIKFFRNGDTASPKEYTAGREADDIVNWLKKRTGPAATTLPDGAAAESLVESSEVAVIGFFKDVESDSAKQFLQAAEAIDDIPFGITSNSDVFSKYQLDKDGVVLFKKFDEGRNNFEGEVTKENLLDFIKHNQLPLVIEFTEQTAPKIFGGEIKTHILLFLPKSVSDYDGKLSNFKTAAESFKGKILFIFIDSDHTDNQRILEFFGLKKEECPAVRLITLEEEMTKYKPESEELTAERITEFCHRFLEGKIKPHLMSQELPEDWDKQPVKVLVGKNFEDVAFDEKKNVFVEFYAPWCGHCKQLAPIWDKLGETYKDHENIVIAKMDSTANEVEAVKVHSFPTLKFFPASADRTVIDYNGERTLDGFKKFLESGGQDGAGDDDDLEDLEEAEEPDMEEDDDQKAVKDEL
# HIF-2a block – HIF-2a reporter inhibitors, primary screen, luminescence, 786-0 RCC cells | 786-0 RCC cells HIF-2a reporter, luciferase luminescence, overnight | inhibition, % at 18.8 µM | 360,000 compounds, 0.72% hits | AID 624352, 2012;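 active = inhibition of the luminescence signal of 40% or more relative to plate controls, in a single-dose primary screen at 18.75 µM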
# Peg3 prom inh – Peg3 promoter-driven luciferase inhibitors, primary screen, cell-based, HeLa, luciferase luminescence; HeLa PEG-Prom luciferase reporter, overnight; inhibition, % at 20 µM; 360,000 compounds, 1.7% hits; AID 588405, 2011;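 active = inhibition of at least 50% at 20 µM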
# CaV13 ICDI inh – Primary screen for inhibitors of IQ motif and Ca2+-dependent inactivation inhibitor domain binding in CACNA1D, Förster resonance energy transfer in living cells, …; HEK cells, CFP/YFP FRET ICDI-IQ, plate reader, 10 min; percent FRET-ratio fall versus neutral wells; inhibition, % at 12.3 µM; 340,000 compounds, 0.098% hits; AID 743397;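 active = mean replicate inhibition of at least 30% and at least 1% of replicates passing that level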;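 note: 0% = median of the neutral control wells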
# Vif imaging – HIV Vif self-association inhibitors, primary screen, imaging, HEK293T, single point; inhibition, % at 7.49 µM; HEK293T cells, Vif self-association by quenched fluorescence, 24 h; 340,000 compounds, 0.35% hits; AID 602346, 2012; in the data active = inhibition above about 50%, passing the limit was not always enough; note: some results filed as inactive read as strong as hits
# NR2E3 ag-2 – inhibitors of NR2E3-RetCOR corepressor binding, primary screen, NR2E3 agonist project, biochemical, TR-FRET, GST-NR2E3, biotin-RetCOR | 1536-well | Photoreceptor-specific nuclear receptor (Homo sapiens), Q9Y5X4 | 320,000 compounds, 0.12% hits | AID 2300, 2010 | inhibition of corepressor binding, % at 4.78 µM;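 active = percent inhibition above the cutoff of mean plus 3 SD of all tested compounds, set per screening campaign, cut at about 20% in these data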;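 note: 0% = DMSO wells and 100% = biotin wells as full block of FRET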
#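 Material: NR2E3–RetCOR corepressor complex / Incubation: Compound–protein incubation for 5 h at 4 °C / Dosing: compound at 4.8 µM, single dose / Detection: time-resolved FRET / Benchmarks: high control biotin, low control 0.6% DMSO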
# Granule exo inh – LAMP-1 surface exposure blockers, TALL-104 cells – cell-based, flow cytometry, MLPCN library, primary screen. TALL-104 LAMP-1 surface exposure; cells stimulated with thapsigargin and PMA. inhibition, % at 10 µM. 360,000 compounds, 0.66% hits;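 active = inhibition above about 55%, limit read from the data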
# hiPSC survival – enhancers of single-cell hiPSC survival, primary screen, ATPlite luminescence; 100% = ROCK inhibitor wells, 0% = DMSO; survival enhancement, % at 20 µM; 360,000 compounds, 0.044% hits; AID 602274, 2012; in the data active = survival enhancement above about 18%;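 note: cells exposed to compounds for 16 hours before the ATP read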
# TRPM1 prom inh – inhibitors of MITF-dependent TRPM1 promoter reporter, primary screen, cell-based, SK-MEL-5, single point, luciferase; AID 488899, 2010; SK-MEL-5 TRPM1 promoter luciferase, 24 h; 330,000 compounds, 0.83% hits; inhibition, % at 12.5 µM;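 active = mean inhibition across replicates of 60% or more, whatever share of single replicates reaches that level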; note: values of inactives mirror those of a sister screen read the other way
# aDG glyco act – activators of alpha-DG glycosylation, primary screen, uHTS, Pro5-aDG cells, AlphaScreen | alpha-DG glycosylation AlphaScreen (IIH6); 0% Pro5, 100% B10-LARGE cell signal | 360,000 compounds, 0.22% hits | activation, % at 10 µM;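 active = activation of at least 8% versus controls, or a plate z-score of at least 8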;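 note: Pro5 are CHO cells carrying HIG-tagged alpha-DG that lacks glycosylation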
# Numbers without * were called inactive; x = not tested or not shown.
SMILES,NR2E3 ag-1,PDI inh,HIF-2a block,Peg3 prom inh,CaV13 ICDI inh,Vif imaging,NR2E3 ag-2,Granule exo inh,hiPSC survival,TRPM1 prom inh,aDG glyco act
CNC(C)C(=O)NC(C(=O)NC(C(=O)Nc1cccc2ccccc12)C(C)C)C(C)C (stereo not given),-20,-6,16,-1,-7,2,x,-1,-1.5,x,-0.2
O=C(Nc1ccccc1F)C1CCCN(S(=O)(=O)c2cccc3cccnc23)C1 (stereo not given),-3,x,8,9,-15,1,0,-3,-3.2,-1,0.1
O=C1/C(=C/c2ccc([N+](=O)[O-])cc2)Oc2cc(O)ccc21,-10,16,-236,-253,-4,-11,x,1,-0.6,-18,0.0
CCc1nc2c(OCCC3CCCCC3)cccn2c1N(C)C(=O)c1cccs1,-23,-5,10,4,-11,-6,x,2,2.7,x,0.3
CCCC(=O)N1CCC(CCC(=O)NC2CC2)CC1,-35,3,7,5,-15,14,0,-8,-0.2,2,-0.2
C=CCn1cccc(C(=O)Nc2ccc(OC)cc2OC)c1=O,-51,-5,-71,-40,-6,-1,6,4,1.2,-10,0.1
COc1ccc(C(=O)Oc2cc(C(=S)N3CCOCC3)ccc2OC)cc1,-13,-2,6,9,-7,3,1,-6,2.2,-10,0.3
Cc1cc(C)nc(SCC(=O)c2cc3ccccc3oc2=O)n1,-27,-1,-15,-37,-7,-2,0,0,1.6,-1,-0.3
CC(C)(C)C(=O)COC(=O)c1cc(S(=O)(=O)N2CCCCC2)ccc1N1CCOCC1,-9,13,12,-2,-5,7,1,-2,0.2,-10,0.3
CSc1ccc(NC(=O)CSc2nc3[nH]c(=O)cc(O)c3s2)cc1,-3,-4,9,4,-5,-2,5,2,0.7,-8,-0.2
CC(C)[C@H]1C(=O)Nc2ccccc2N1C(=O)N[C@@H](Cc1ccccc1)C(=O)N[C@@H](Cc1ccccc1)C(=O)O,-15,x,10,12,x,3,0,-2,1.7,7,-0.2
CCCNC(=O)Cn1cnc2sc(C(=O)Nc3ccc4c(c3)OCO4)c(C)c2c1=O,-1,-7,-49,-52,-9,11,1,0,-0.2,-27,0.2
FC(F)(F)c1nc(N2CCCC2)ncc1-c1nnnn1-c1ccc(Cl)cc1,40,-1,9,22,-10,-4,3,-1,-2.7,13,1.4
CCN(Cc1ccccc1)C(=O)COC(=O)c1cc(S(=O)(=O)Nc2ccccc2OC)ccc1O,14,1,6,12,-5,-3,x,-4,-0.1,2,0.2
Cc1cc(S(=O)(=O)N2CCOCC2)ccc1F,2,0,-5,12,-5,6,-1,4,1.0,-18,-0.1
CC(C)COC(=O)N1CCCC1C(=O)O (stereo not given),-3,-2,7,7,-6,-12,1,-9,4.8,15,0.2
CC(=O)/C(=N/Nc1ccc([N+](=O)[O-])cc1)N1CCCc2ccccc21,20,-10,19,7,-6,1,2,-10,0.9,7,0.0
CN1C(=O)CC(=O)N(C)c2cc(S(=O)(=O)N(C)Cc3ccccc3)ccc21,-10,5,12,10,-15,-6,5,-2,-0.5,-10,-0.1
Cc1ccccc1NC(=O)COC(=O)COc1ccc2ccc(=O)oc2c1,-20,5,4,5,-17,x,x,-5,5.5,x,-0.1
O=C(O)Cc1sc(NCc2ccco2)nc1-c1ccccc1,7,3,-11,9,-5,x,0,-5,-0.5,-6,0.1
O=C(O)C1CC=C(Cl)CC1C(=O)NCC1OCCc2ccccc21 (stereo not given),-17,-4,5,15,x,12,2,0,1.1,1,0.1
COCCn1c(Sc2ccccc2)nc2c1c(=O)[nH]c(=O)n2C,-13,8,6,8,-4,6,-1,1,-3.2,0,-0.1
O=C(CSc1nc2ncccc2[nH]1)Nc1ccc2c(c1)OCO2,-6,-5,-9,6,-20,3,-2,-10,-0.5,x,-0.3
CCOC(=O)c1oc2ccccc2c1CN1CCN(C(=O)c2ccccc2)CC1,12,x,13,7,-6,-7,1,-6,1.0,16,0.0
O=C(NCC1CCCO1)C(c1ccco1)N(Cc1ccc(F)cc1)C(=O)CN1C(=O)c2ccccc2S1(=O)=O (stereo not given),-18,1,5,-3,-7,-8,0,-17,0.2,3,-0.2
COC(=O)c1ccc2nc(-c3ccc(C)cc3)c(CC3CCCCC3)n2c1,-54,x,-22,-62,-7,x,x,-1,-1.5,x,0.0
COc1cc(C(=O)N2CCCC(c3cc(C(=O)NCc4ccccc4)no3)C2)cc(OC)c1C (stereo not given),-16,0,18,11,-6,2,x,-1,-1.3,x,0.3
O=C(COc1ccc2ccc(=O)oc2c1)Nc1cc([N+](=O)[O-])ccc1F,-10,-18,-3,-21,-6,3,0,4,-0.4,-11,-0.1
CC(Oc1cc(F)ccc1[N+](=O)[O-])C(=O)N(C)CC(=O)Nc1ccccc1C(F)(F)F (stereo not given),-67,-5,17,8,-12,14,-3,-2,-1.6,4,-0.2
Cc1cccc(OCC(=O)NS(=O)(=O)c2ccc(Br)cc2)c1,2,-3,1,0,-5,x,3,-10,0.1,-6,-0.1
COC(=O)c1ccc2nc(-c3ccccc3)c(Cc3ccccc3C(F)(F)F)n2c1,-18,x,-53,x,-5,x,x,2,0.0,x,0.3
CC(=O)c1c(C)[nH]c(C(=O)CSc2nnc(CN3CCCCCC3=O)n2-c2ccccn2)c1C,-16,3,6,-34,-5,-6,-3,1,-3.0,5,0.0
S=c1[nH]nc(-c2ccc3ccccc3n2)n1-c1ccc(Cl)cc1,15,2,5,17,-4,8,6,-2,-0.9,6,0.1
COCCN1CCN(C(=O)c2ccc3nc(Cc4ccccc4F)oc3c2)CC1,-3,0,-10,-13,-3,-2,5,18,0.5,1,0.1
CC(C(=O)Nc1ccc(F)c(F)c1F)N(C)CCOc1ccccc1 (stereo not given),14,-2,3,4,-2,6,1,-5,-0.5,3,0.7
COc1ccc(CNC(=O)c2ccccc2SC)cc1,8,3,7,-6,1,10,-2,1,2.7,8,-0.1
OC(CN1CCCCC1)CN1CCCCC1,-3,2,2,2,-4,7,0,1,1.4,-9,0.2
Cc1ccccc1CNc1ccc(C(CC(N)=O)NC(=O)c2ccccc2)cc1[N+](=O)[O-] (stereo not given),17,-1,9,16,-5,x,2,3,-2.0,5,0.1
CCCC(=O)Nc1ccc(Cl)c(NC(=S)NC(=O)C(C)C)c1,4,1,18,15,-3,-14,-1,26,-0.9,19,0.2
COc1ccccc1NC(=O)CN1C(=O)COc2ccc(S(=O)(=O)N3CCCCCC3)cc21,10,-1,-1,1,-2,8,0,16,-0.2,-16,0.4
COC(=O)C[C@H](NC(=O)Cn1cnc2c(SC)nc(N)nc21)C(=O)OC,-27,-1,1,-5,-6,8,x,-1,-0.5,-5,-0.1
O=C(c1ccc(Cl)c(S(=O)(=O)N2CCCCC2)c1)N1CCCCCC1,-24,0,11,11,x,-12,4,6,-0.2,7,0.1
Cc1ccc(S(=O)(=O)NC(=O)NC(C)(C)C)cc1,-7,-7,14,6,-5,9,-1,-1,-0.4,2,0.1
COc1ccc(/C=N/NC(=O)c2ccco2)cc1Cn1nc(C)cc1C,-12,1,20,-59,-3,6,1,8,-3.3,-5,-0.1
Cc1cccc(C)c1NC(=O)CNC(=O)C(C)N1CCCCC1 (stereo not given),-5,-6,6,-3,-3,9,0,1,-0.2,-14,-0.2
CC(C)(C)NC(=O)CN(C(=O)CCC(=O)Nc1nccs1)c1ccc2c(c1)OCCO2,22,2,9,13,-7,-10,2,-7,1.0,2,0.0
COc1ccccc1N(C)c1cc2c(c3c1ccn3C)C1CCC2C1 (stereo not given),-12,x,1,9,-10,-5,x,-2,0.9,x,-0.6
CC(C)C(OC(=O)c1cccs1)C(=O)NCc1ccccc1 (stereo not given),-9,0,11,8,2,-7,2,2,-1.6,-9,0.0
COc1ccc(S(=O)(=O)N(C)c2ccc(C(=O)NCc3ccccn3)cc2)cc1OC,-1,10,15,11,-6,-5,1,3,0.0,9,-0.2
NS(=O)(=O)c1ccc(CCNC(=O)COC(=O)/C=C/c2ccc(Cl)cc2)cc1,-1,3,11,11,-5,2,-4,0,-1.2,5,-0.1
Clc1cccc(CSc2nnc([C@@H]3CCCN3)o2)c1,15,-1,9,6,-5,3,1,-2,-1.1,7,0.0
COc1ccc(OC)c(N/C(=N/c2nc(C)cc(C)n2)NC(C)=O)c1,-17,5,9,15,0,-1,0,1,0.0,-9,0.0

# In the list so far, these have an aryl thioether with sulfur outside any ring.
SMILES,NR2E3 ag-1,PDI inh,HIF-2a block,Peg3 prom inh,CaV13 ICDI inh,Vif imaging,NR2E3 ag-2,Granule exo inh,hiPSC survival,TRPM1 prom inh,aDG glyco act
Cc1cc(C)nc(SCC(=O)c2cc3ccccc3oc2=O)n1,-27,-1,-15,-37,-7,-2,0,0,1.6,-1,-0.3
CSc1ccc(NC(=O)CSc2nc3[nH]c(=O)cc(O)c3s2)cc1,-3,-4,9,4,-5,-2,5,2,0.7,-8,-0.2
COCCn1c(Sc2ccccc2)nc2c1c(=O)[nH]c(=O)n2C,-13,8,6,8,-4,6,-1,1,-3.2,0,-0.1
O=C(CSc1nc2ncccc2[nH]1)Nc1ccc2c(c1)OCO2,-6,-5,-9,6,-20,3,-2,-10,-0.5,x,-0.3
CC(=O)c1c(C)[nH]c(C(=O)CSc2nnc(CN3CCCCCC3=O)n2-c2ccccn2)c1C,-16,3,6,-34,-5,-6,-3,1,-3.0,5,0.0
COc1ccc(CNC(=O)c2ccccc2SC)cc1,8,3,7,-6,1,10,-2,1,2.7,8,-0.1
COC(=O)C[C@H](NC(=O)Cn1cnc2c(SC)nc(N)nc21)C(=O)OC,-27,-1,1,-5,-6,8,x,-1,-0.5,-5,-0.1
Clc1cccc(CSc2nnc([C@@H]3CCCN3)o2)c1,15,-1,9,6,-5,3,1,-2,-1.1,7,0.0

# Screening results as filed in PubChem BioAssay.
